Screening data: PubChem, Sanford-Burnham Center for Chemical Genomics
MKP-3 inhibition: inhibition of rat DUSP6 enzyme activity – biochemical, in vitro, primary screen (AID 425); recombinant MKP-3 phosphatase activity, fluorescence; higher % means a stronger effect; one-dose inhibition, % at 20 µM; IC50 in µM for titrated hits; 110,000 tested, 0.17% active; in the data active = inhibition above about 50%;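 also: plate controls were vehicle for no effect and reference inhibitor for full effect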
Hsp70 displacement: Hsp70 inhibitors, probe displacement, primary screen, biochemical, fluorescence polarization (AID 583); Hsp70 fluorescence polarization probe displacement, mP; higher % means a stronger effect; 140,000 tested, 0.06% active; displacement, % at 20 µM, or IC50 in µM where a hit was titrated; in the data active = displacement above about 50%;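 also: plate controls were vehicle for no effect and reference ligand for full effect; a part of the inactive calls stands beside numbers as strong as those of hits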
Starred values were filed as active, the others as inactive; / = not tested or not shown; & = joins results of further samples.

Start of the data: the first two entries as a preview:
Every second line gives: MKP-3 inhibition	Hsp70 displacement
- O=C(O)C1C2CCCCC2=C2CCCCC2C1C(=O)O (centres undefined)
→ -10%	5.5%
- CCCCN=C(C)C1=C(O)CSC1=O
→ -8%	4.8%

All compounds of this part, from the first entry:
Every second line gives: MKP-3 inhibition	Hsp70 displacement
- O=C(O)C1C2CCCCC2=C2CCCCC2C1C(=O)O (centres undefined)
→ -10%	5.5%
- CCCCN=C(C)C1=C(O)CSC1=O
→ -8%	4.8%
- O=C(Nc1ccc(S(=O)(=O)N2CCCCC2)cc1)c1ccc(CN2CCOCC2)cc1
→ /	3.8%
- Cc1ccc(CN2CCNC(=O)C2CC(=O)O)o1 (centres undefined)
→ -1%	4.8%
- CCOC(=O)Cc1csc(NC(=O)CSc2nnc(-c3ccncc3)n2Cc2ccco2)n1
→ -4%	-3.8%
- O=C(Cc1ccc(Cl)cc1)Nc1ccc2c(c1)OCO2
→ 2%	-3.7%
- CCOC(=O)C1=C(C)N=c2s/c(=C3\C(=O)Nc4ccccc43)c(=O)n2C1c1ccc2c(c1)OCO2 (centres undefined)
→ 7%	5.2%
- O=C(CCCOc1ccc(Cl)cc1)Nc1nncs1
→ -20%	2.3%
- COC(=O)C1=C(C)N(C2CCCCC2)C(=O)C1
→ /	5.0%
- O=C1OC2C=CC(Br)=CC2=CC1C(=O)N1CCSC1c1ccccc1Cl (centres undefined)
→ -4%	-0.6%
- CCOC(=O)Cc1c(C)[nH]c(=S)[nH]c1=O
→ /	-3.4%
- CS(=O)(=O)N1CCC(C(=O)Nc2ccc(Oc3ccccc3)cc2)CC1
→ -3%	3.2%
- CCOc1ccc(NC(=O)/C(=C/c2cccs2)NC(=O)c2cccs2)cc1
→ -3%	3.4%
- COc1cc2c(cc1OC)C1=C(C#N)CN(C3CCCCC3)CN1CC2
→ 2%	-0.1%
- COc1ccc(S(=O)(=O)Nc2nc3ccccc3s2)cc1
→ /	6.3%
- COc1ccc(C)cc1S(=O)(=O)N(CC(=O)Nc1ccc2c(c1)OCCO2)Cc1ccccc1
→ /	-5.5%
- O=C1NCCCc2nc(N3CCOCC3)sc21
→ 0%	0.7%
- CCOc1ccc(N(CC(=O)Nc2ccc(C)cc2)S(=O)(=O)c2c(C)noc2C)cc1
→ -1%	39%
- COc1ccc(-c2[nH]nc3c2C(c2ccccc2OC(=O)N2CCOCC2)C(C#N)=C(N)O3)cc1 (centres undefined)
→ -4%	-1.1%
- N#CSCCCCOc1ccc(Br)cc1
→ 0%	4.1%
- CCN1C(=O)/C(=C\c2ccc(O)cc2O)SC1=S
→ 0%	-16%
- COC(=O)c1ccc(C(=O)OC)c(NC(=O)Nc2ccc3c(c2)OCO3)c1
→ -7%	-1.1%
- COc1ccc(C)cc1S(=O)(=O)Nc1ccccc1C
→ 2%	-1.2%
- CCOC(=O)CN(C(=O)CSc1nnc(CNc2ccc(F)cc2)n1C)c1ccccc1
→ /	3.0%
- O=C(O)CSCC(=O)NCc1ccccc1
→ 5%	10%
- CCCNC(=O)c1ccc(Cl)c(Cl)c1
→ /	0.1%
- CC(C)(C)c1ccc(-c2nc(C#N)c(NCc3cccnc3)o2)cc1
→ /	2.3%
- COc1ccc(Cl)cc1C(=O)CSc1nc(N)cc(N)n1
→ -3%	-0.3%
- CC(=O)N1CCC2(CC1)CC(=O)c1cc(OCC(=O)NCc3ccc(C)cc3)ccc1O2
→ -6%	0.6%
- Cc1cc(NCCN2CCCCC2)n2c(nc3ccccc32)c1C#N
→ -7%	3.1%
- COc1ccc(S(=O)(=O)N2CCN(C(=O)Cc3ccccc3)CC2)cc1
→ 0%	0.3%
- CCn1cnc2sc(C(=O)N(Cc3ccc(N(C)C)cc3)Cc3ccco3)c(C)c2c1=O
→ 11%	4.2%
- Cc1ccc(OCC(=O)Nc2ccc(S(N)(=O)=O)cc2)c(C)c1
→ 2%	-5.0%
- Cn1c(=O)c2c(-c3ccccc3)n(-c3ccccc3O)cc2n(C)c1=O
→ -5%	1.8%
- O=C(CCN1C(=O)C2C3C=CC(C3)C2C1=O)Nc1ccc2c(c1)OCO2 (centres undefined)
→ 2%	5.2%
- Cc1c(N(C)C(=O)c2ccc3c(c2)OCO3)c(=O)n(-c2ccccc2)n1C
→ /	-6.9%
- Cc1ccc(S(=O)(=O)/N=C2\C=CC(=O)C=C2Cl)cc1
→ 0%	-4.1%
- O=C(c1cc(-c2ccncc2)nc2ccccc12)N1CCN(c2ccc(N3CCOCC3)nn2)CC1
→ 9%	4.0%
- Nc1nc(-c2ccc(Cl)cc2)nn1C(=O)c1cccnc1
→ -4%	-1.3%
- Cc1ccc2c(c1)NC(=O)C(CC(=O)O)O2 (centres undefined)
→ -2%	1.5%
- CC(C)Cc1nnc(NC(=O)CSc2ccccn2)s1
→ /	2.6%
- CCOC(=O)c1c(NS(=O)(=O)c2cccc(OC)c2)sc2c1CCC2
→ 8%	8.1%
- CCOC(=O)N1CCC(NC(=O)c2cc(C)c3c(C)nn(-c4ccccc4)c3n2)CC1
→ -4%	1.3%
- Cc1cc(Cl)c(S(=O)(=O)Nc2ccc(Cl)cn2)cc1OCC(N)=O
→ /	-4.1%
- Cn1cc(S(=O)(=O)Nc2ccc(F)cc2F)c(=O)n(C)c1=O
→ -12%	/
- COc1ccccc1-c1c(C(F)(F)F)oc2c(CN(C)C)c(O)ccc2c1=O
→ 5%	-2.5%
- CC(C)NCC(O)COc1c(F)cc(Br)cc1F (centres undefined)
→ 3%	0.9%
- Cc1cccc(NC(=S)NNC(=O)c2cccc(C)c2)c1
→ 0%	8.0%
- O=C(c1cc(F)c(F)cc1Cl)N1CCN(c2ccc([N+](=O)[O-])c3ncccc23)CC1
→ 3%	2.5%
- O=C(NC12CC3CC(CC(C3)C1)C2)C1=COCCO1
→ -2%	2.2%
- CCCSc1nc(C)cc(C)c1C(N)=O
→ /	0.3%
- COc1ccc(CC(=O)Nc2cc(C)on2)cc1
→ -1%	2.3%
- CCOc1ccc(S(=O)(=O)N2CCN(Cc3ccccc3)CC2)c2cccnc12
→ 4%	5.4%
- Cc1cc(NC(=O)c2ccccc2[N+](=O)[O-])ccc1-c1cc2ccccc2oc1=O
→ -6%	-1.2%
- COc1cc(NC2c3ccccc3C(=O)N2c2ccc(C)cn2)cc(OC)c1OC (centres undefined)
→ -1%	-5.1%
- NC(=O)C(Cc1c[nH]c2ccccc12)NC(=O)OCc1ccccc1 (centres undefined)
→ -1%	4.7%
- COc1ccc(CC(=O)NCc2cn3ccsc3n2)cc1
→ 0%	-0.1%
- COc1ccc(OC)c(NC(=O)C2CCCC2)c1
→ -4%	-0.5%
- O=C(c1ccc(Br)o1)N1CCN(C/C=C/c2ccccc2)CC1
→ -8%	0.6%
- COc1ccccc1NC(=O)C(C/C=C(/C)Cl)C(C)=O (centres undefined)
→ /	-1.6%

Of the compounds above, these contain a COOH group:
Every second line gives: MKP-3 inhibition	Hsp70 displacement
- O=C(O)C1C2CCCCC2=C2CCCCC2C1C(=O)O (centres undefined)
→ -10%	5.5%
- Cc1ccc(CN2CCNC(=O)C2CC(=O)O)o1 (centres undefined)
→ -1%	4.8%
- O=C(O)CSCC(=O)NCc1ccccc1
→ 5%	10%
- Cc1ccc2c(c1)NC(=O)C(CC(=O)O)O2 (centres undefined)
→ -2%	1.5%

More structures follow.
Every second line gives: MKP-3 inhibition	Hsp70 displacement
- CCCn1c(=NC(=O)c2ccncc2)c(C#N)cc2c(=O)n3cccc(C)c3nc21
→ 4%	-5.5%
- CCOC(=O)CCNCC1COc2ccccc2O1 (centres undefined)
→ -5%	0.1%
- N/C(=N\OC(=O)c1ccccc1Br)c1cccnc1
→ -1%	2.0%
- COc1ccccc1CC1(C)NC(=O)N(CC(=O)N2CCc3ccccc3C2)C1=O (centres undefined)
→ -8%	-4.5%
- CC1=C(C(=O)Nc2ccccc2Cl)C(c2cccc(Cl)c2)NC(=O)N1 (centres undefined)
→ 4%	4.8%
- COc1ccc(/C=C(\C#N)C(=O)NC(=O)Nc2cccc(Cl)c2)cc1
→ -1%	-3.0%
- c1ccc(-c2ccc(C3=Nn4c(nnc4-c4cc(-c5ccccc5)n[nH]4)SC3)cc2)cc1
→ /	-3.4%
- COc1ccc(CNC(=O)C2CCN(c3nccs3)CC2)cc1
→ -8%	-0.4%
- CCCN1Cc2cccc(C(=O)NC(C)c3cccs3)c2C1=O (centres undefined)
→ /	-1.6%
- CCN(Cc1ccccc1)S(=O)(=O)c1ccc(S(=O)(=O)N2CCN(C)CC2)cc1
→ 1%	/
- CCOC(=O)c1oc2ccccc2c1CN1CCOCC1
→ -6%	0.0%
- Cc1ccc(NC(=O)/C(=C\c2cccnc2)NC(=O)c2ccc(C)cc2)cc1
→ 0%	-0.4%
- CC(CCc1ccccc1)NC(=O)c1ccc(Br)o1 (centres undefined)
→ -3%	-1.1%
- CCOc1ccccc1NC(=O)CC(O)(C(F)(F)F)C(F)(F)F
→ /	-1.2%
- O=C(O)CSc1nnc(-c2cccnc2)n1Cc1ccccc1
→ -15%	6.2%
- COCc1nnc(NS(=O)(=O)c2c(C)cc(C)cc2C)s1
→ /	3.1%
- COc1ccc(S(=O)(=O)N2CCC(C(=O)N3CCCC3)CC2)cc1Cl
→ 0%	0.6%
- C=CCNC(=O)CN(c1ccc(OC)cc1)S(=O)(=O)c1ccccc1
→ 3%	-6.2%
- Cc1cc2nc(C)n(CCCN)c2cc1C
→ 0%	-3.8%
- CCCCNC(=O)c1ccccc1C(=O)NCCCC
→ -2%	2.4%
- CCC(=O)c1ccc(N2CCN(C(=O)c3ccccc3)CC2)c(F)c1
→ 0%	3.8%
- O=C(c1ccccc1)N1CCN(Cc2ccccc2)CC1
→ 0%	-1.1%&-5.0%
- CCOc1ccc(-c2csc(/C(C#N)=C/c3ccco3)n2)cc1
→ -2%	-4.5%
- COC(=O)C1=C(C)NC(=O)CC1c1ccc(C(F)(F)F)cc1 (centres undefined)
→ 0%	-1.1%
- Cc1ccc(-n2nc(C)c3c2OC(N)=C(C#N)C3c2ccoc2)cc1 (centres undefined)
→ -3%	-9.8%
- CCOCCCNC(=O)C1CCN(S(=O)(=O)N(CC(C)C)CC(C)C)CC1
→ 0%	/
- CCn1c2ccccc2c2cc(/C=N/N3CCN(c4ccccc4OC)CC3)ccc21
→ -1%	2.3%
- CC(C)CNc1cc(Cl)c(S(=O)(=O)NCC(C)C)cc1C(=O)O
→ -20%	-0.8%
- Cc1ccc(S(=O)(=O)N(C)CCCC(=O)N2CCN(C=O)CC2)cc1
→ -5%	-0.6%
- CSc1ccc(-c2nnn(CC(=O)NCc3ccccc3)n2)cc1
→ 3%	-2.3%
- Cc1cc(C)n(Cc2nc3ccccc3n2C)n1
→ 5%	4.2%
- Cc1cc(/C=C2\NC(=O)NC2=O)c(C)n1-c1cccc([N+](=O)[O-])c1
→ 4%	-3.0%
- COc1cccc(C(=O)Nc2ccc3oc(-c4cccc(OC)c4)nc3c2)c1
→ 0%	-0.7%
- CC(=O)NS(=O)(=O)c1ccc(NC(=O)Nc2cccc(Cl)c2)cc1
→ -2%	7.5%
- Cc1ccc2nc(Sc3ccccc3)c(C#N)c(=O)n2c1
→ 2%	-3.1%
- CCOC(=O)Cn1nnc(-c2ccccc2)n1
→ /	0.1%
- CC1=CC(C)(C)N(S(=O)(=O)c2ccc(C)cc2)c2ccc(C)cc21
→ -4%	4.0%&-1.4%
- Cc1cc2ccccc2c(=O)n1CC(=O)NC1CCCCCC1
→ -4%	2.5%
- Cc1ccc(C(=O)N2CCN(c3ccc([N+](=O)[O-])cc3Cl)CC2C)o1 (centres undefined)
→ 1%	2.8%
- COC(=O)c1noc(-c2ccc(OC)cc2)n1
→ -5%	-2.5%
- COc1cc(C2CC(=O)Nc3c2cc(Br)c2ccccc32)cc(OC)c1OC (centres undefined)
→ 4%	0.1%
- CC(=O)Nc1ccccc1NC(=O)COc1ccc(Cl)cc1Br
→ 2%	0.9%
- O=C(O)c1cccc(NC(=O)C2C3C=CC(C3)C2C(=O)O)c1 (centres undefined)
→ /	0.9%
- C=CCn1c(/N=C/c2ccc(N(C)C)cc2)nc2ccccc21
→ -12%	-91%
- O=C(NCc1ccccn1)C1C2C=CC(C2)C1C(=O)Nc1ccc(F)cc1 (centres undefined)
→ /	4.6%
- O=C(Nc1ccccc1Cl)c1ccc2nccnc2c1
→ 2%	1.8%
- COCCNC(=O)C(=O)Nc1ccc(C(C)C)cc1
→ 1%	1.5%
- O=C(NCc1ccc(Cl)cc1)c1cc(-c2ccco2)on1
→ 8%	1.0%
- Cc1ccc2[nH]c(O)c(N=NC(=O)COc3ccccc3)c2c1Br
→ 0%	1.4%
- COc1ccc(Cl)cc1C(=O)Nc1cc(C(F)(F)F)ccc1Cl
→ 6%	-5.0%
- Cc1oc2ccc(OC(C)C(=O)O)cc2c1C(=O)OC(C)C (centres undefined)
→ 0%	0.2%
- COCCN1C(=O)/C(=C\c2ccccc2[N+](=O)[O-])C(C(=O)OC)=C1C
→ 2%	-4.1%
- CCC(OC(=O)CC1Sc2ccccc2NC1=O)C(=O)NCC1CCCO1 (centres undefined)
→ -9%	-2.6%
- COCCCNC(=O)c1cc(Cl)ccc1Cl
→ 0%	0.0%
- CCCCNC(=O)Nc1ccccc1C(=O)Nc1ccc(OC)cc1
→ /	-3.3%
- Cn1c(Cn2c(=O)sc3ccccc32)nnc1SCC(=O)NCC1CCCO1 (centres undefined)
→ 0%	1.3%
- CCOP(=O)(c1ccc(N(C)C)cc1)C(O)c1ccc(Cl)cc1 (centres undefined)
→ -3%	-4.4%
- COc1ccc(S(=O)(=O)Oc2ccccc2)cc1
→ 2%	-0.8%
- COc1ccc(NC(=O)N(Cc2cc3cc(OC)ccc3[nH]c2=O)CC2CCCO2)cc1 (centres undefined)
→ 5%	5.5%

An excerpt; the hit share may differ from the screen's.
